MBNL1 CUG block – blocks human MBNL1 binding to CUG repeat RNA | Q9NR56 | TR-FRET MBNL1-His/biotin-(CUG)12 binding, 665/545 ratio | Potency, µM (titrated, usually from 57.5 µM), for inactives: top-dose activity change, negative = inhibition, actives largely listed as inhibitors | actives 0.036% (n = 280,000) | AID 2675; active means well fitted inhibition curve with a large enough effect in the signal ratio, with a control signal flat, not every such curve was filed as active; inconclusive means small, poorly fitted or top-dose-only effect, or effect the other way, or a change in a side signal; inactive means no such curve, though single readings can be large or run the other way; the % refers to the signal ratio; further: potency means the concentration at half of the fitted maximal effect; on the % scale 0 is the no-effect control and ±100 the full control effect
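His-tagged MBNL1 binding to biotinylated (CUG)12 RNA was measured by TR-FRET using terbium anti-His antibody (0.055 ng/ul final) and streptavidin-XL665 (5 nM final). Compounds were titrated 92 nM to 58 uM; 60 min at room temperature.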
FBPA coupling cs – inhibits coupling enzyme system, counter-screen for aldolase hits; coupling enzyme system counterscreen, AmpLite Red fluorescence; activity change, negative = inhibition, % at 58.2 µM, hits read low; actives 0.67% (n = 290,000); in the data active means activity change below about -30%; further: on the % scale 0 is the no-effect control and ±100 the full control effect
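Coupling enzymes only (glyceraldehyde-3-phosphate) + compound, at 57.5 uM final, 10 min RT; add substrate/coupling/AmpLite Red mix, 20 min RT; fluorescence ex 525/em 598 nm. Actives flag coupling-system interference.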
GALK inhibitor – inhibitors of human galactokinase. P51570. Purified GALK, Kinase-Glo residual ATP luminescence. Potency, µM (doses to about 57.5 µM), for inactives: top-dose activity change, negative = inhibition, usual class: inhibitors. actives 0.007% (n = 270,000); further: potency means the concentration at half of the fitted maximal effect; on the % scale 0 is the no-effect control and ±100 the full control effect
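Kinase-Glo Plus luminescence measured ATP left after a 1 h room-temperature reaction. The reaction used 5 nM GALK, 100 uM galactose and 35 uM ATP at pH 8.0 (20 mM HEPES, 5 mM MgCl2, 60 mM NaCl, 1 mM DTT, 0.01% BSA).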
a7 integrin act – integrin-mediated muscular dystrophy alleviation activation | actives 0.064% (n = 350,000) | alpha7betagal myoblasts, beta-gal FDG fluorescence, 48 h | Potency, µM (top dose mostly 38.3 µM), for the others: at the highest dose activation, actives largely listed as activators;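 further: potency means the concentration at half of the fitted maximal effect; 100% = response of the positive control SU9516; nearly all actives have a fitted effect of over 60% in size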
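alpha7betagal+/- myoblasts (passage 13, 250/well) treated 48 h at 37C with compounds at 1:260 dilution of DMSO stock. Lysed, then beta-galactosidase activity read as FDG fluorescence (ex 480/em 540) after 30 min, with pre-read for autofluorescence.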
KCNH2 WT inh – blocks the wildtype human KCNH2 potassium channel; AID 720551; U2OS, BacMam KCNH2, thallium flux FluxOr; hits give low values; activity change, % at 1.84 µM; actives 0.37% (n = 340,000); Q12809;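 active means maximum activity change below -70%; inconclusive means maximum activity change between -70% and -50%; inactive means maximum activity change above -50%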; further: on the % scale 0 is the no-effect control and ±100 the full control effect
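U2OS cells transduced with wild-type KCNH2 virus are loaded with FluxOr dye for 45 min, and thallium flux is measured in kinetic reads before and after stimulation buffer. Rate constants are normalized to DMSO controls.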
MLL CXXC-DNA inh – blocks binding of human MLL CXXC domain to DNA; Q03164; actives 0.037% (n = 290,000); Potency, µM (doses to about 115 µM), without a hit: top-dose activity change, negative = inhibition, most hits filed as inhibitors; MLL-CXXC / FITC-HOXA9 DNA fluorescence polarization; AID 2662; active means well fitted inhibition curve with a large enough effect in the polarisation, with a control signal flat, not every such curve was filed as active; inconclusive means small, poorly fitted or top-dose-only effect, or effect the other way, or a change in a side signal; inactive means no such curve, though single readings can be large or run the other way; the % refers to the polarisation; further: potency means the concentration at half of the fitted maximal effect
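Fluorescence polarization: 7 uM MLL-CXXC (stock) preincubated 5 min with compounds, then 50 nM fluorescein-HOX-A9 DNA (stock) added; 30 min ambient. Buffer 50 mM Tris-HCl pH 7.5, 50 mM NaCl, 1 mM DTT, 0.05% BSA.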
AT treatment – potential ataxia-telangiectasia treatments restoring KAP-1 phosphorylation; […] A-T fibroblasts, KAP-1 phosphorylation AlphaLISA; neocarzinostatin DNA damage 30 min before lysis; Potency, µM (top dose mostly 57.5 µM), for inactives: at the top dose activation, usual class: activators; actives 0.19% (n = 320,000); further: potency means the concentration at half of the fitted maximal effect; % of control where 0% means no effect; nearly all actives have a fitted effect of over 45% in size
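ATM-like activity read as KAP-1 phosphorylation via AlphaLISA donor/acceptor antibody pairs after lysis and 6 hr at 25C. Cells were ATM-null patient fibroblasts ([…], hTERT), dosed 60 min, then exposed to the DSB inducer NCS for 30 min.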
S-ASM inh – inhibitors of human secretory acid sphingomyelinase; P17405; actives 0.006% (n = 340,000); Potency, µM (titrated, usually from 57.5 µM), for the others: top-dose activity change, negative = inhibition, actives largely listed as inhibitors; AID 504937; placental ASM, HMU-PC fluorogenic substrate, 60 min; further: potency means the concentration at half of the fitted maximal effect
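Fluorogenic HMU-PC substrate (9 uM final) is turned over by placental ASM in 60 min at 37 C after a 10 min compound preincubation. Reaction ended by alkaline stop (pH 10), with fluorescence read at 386/447 nm.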
TRPV1 agonist – human TRPV1 agonism. TRPV1-expressing cells, Fluo-8 calcium influx, agonist mode. AID 540275. actives 0.19% (n = 320,000). Q8NER1. activation, % at 8.33 µM; in the data active means activation above about 80%; inconclusive means between about 30% and that limit; further: 0% is about no effect
Target sequence (Q8NER1 whole entry, looked up): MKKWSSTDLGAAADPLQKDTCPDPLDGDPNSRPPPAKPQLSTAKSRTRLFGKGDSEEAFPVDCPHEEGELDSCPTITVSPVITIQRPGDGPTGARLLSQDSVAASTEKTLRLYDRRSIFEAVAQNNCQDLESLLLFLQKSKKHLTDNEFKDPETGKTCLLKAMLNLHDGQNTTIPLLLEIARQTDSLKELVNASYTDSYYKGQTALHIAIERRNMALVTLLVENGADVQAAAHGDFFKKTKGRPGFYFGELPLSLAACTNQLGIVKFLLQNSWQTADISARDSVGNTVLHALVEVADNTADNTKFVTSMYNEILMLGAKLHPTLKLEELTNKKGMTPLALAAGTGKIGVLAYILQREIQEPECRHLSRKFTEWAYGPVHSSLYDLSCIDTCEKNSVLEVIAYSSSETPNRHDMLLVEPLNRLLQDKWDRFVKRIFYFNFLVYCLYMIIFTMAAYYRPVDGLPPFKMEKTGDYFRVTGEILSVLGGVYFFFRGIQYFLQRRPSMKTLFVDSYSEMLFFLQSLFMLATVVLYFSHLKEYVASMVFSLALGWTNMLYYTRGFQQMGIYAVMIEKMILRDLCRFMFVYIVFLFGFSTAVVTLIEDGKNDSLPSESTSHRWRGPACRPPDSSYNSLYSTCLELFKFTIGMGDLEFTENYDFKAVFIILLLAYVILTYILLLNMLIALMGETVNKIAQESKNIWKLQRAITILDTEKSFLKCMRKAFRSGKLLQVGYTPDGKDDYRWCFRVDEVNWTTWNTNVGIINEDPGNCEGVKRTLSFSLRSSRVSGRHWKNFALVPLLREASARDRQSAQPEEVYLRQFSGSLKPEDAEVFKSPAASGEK
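TRPV1-expressing cells were cultured overnight at 35.5C and loaded with Fluo-8 calcium dye for 40 to 90 min at room temperature. After a 10 s baseline, compound was added and calcium influx was read kinetically for 3 min (ex 480/em 520 nm).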
KCNH2 3.1 block – inhibitors of human KCNH2 3.1 potassium channel isoform. actives 0.95% (n = 340,000). activity change, % (tested at about 1.8 µM). AID 720553. U2OS KCNH2 3.1, thallium flux FluxOr; hits give low values;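 active means maximum activity change below -70%; inconclusive means maximum activity change from -70% to -50%; inactive means maximum activity change above -50%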;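 further: thallium influx rate constant from kinetic fluorescence after stimulation buffer; on the % scale 0 is the no-effect control and ±100 the full control effect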
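Kinetic fluorescence (2 min after stimulation buffer) measures Tl+ influx through KCNH2 3.1 expressed by viral transduction in U2OS cells; the rate constant is normalized against DMSO controls serving as positive and negative references.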
An asterisk follows results filed as active. Unless noted, the call rests on the fitted dose curve; in most records, active means well fitted curve in the direction sought with a large enough effect; inconclusive means small, poorly fitted or top-dose-only effect, or another doubt; inactive means no such curve, though single readings can be large; an effect the other way counts as inactive or inconclusive.

The opening 2 records as a preview:
How did COc1ccc(OC)c(-c2[nH]nc3c2C(c2ccco2)C(C#N)=C(N)O3)c1 (stereo not given) do in these assays?
MBNL1 CUG block: 25%; FBPA coupling cs: -4; GALK inhibitor: 0%; a7 integrin act: 5%; KCNH2 WT inh: -7; MLL CXXC-DNA inh: 4%; AT treatment: 2%; S-ASM inh: -1%; TRPV1 agonist: -2; KCNH2 3.1 block: 19

What do the screens show for `CCOC(=O)NC(=O)/C(N=Nc1cc(C)cc(C)c1)=C(\C)O`?
MBNL1 CUG block: -2%; FBPA coupling cs: 3; GALK inhibitor: -1%; a7 integrin act: 0%; KCNH2 WT inh: 0; MLL CXXC-DNA inh: inconclusive; AT treatment: 1%; S-ASM inh: 0%; TRPV1 agonist: 1; KCNH2 3.1 block: -14

Main list, from the start:
How did COc1ccc(OC)c(-c2[nH]nc3c2C(c2ccco2)C(C#N)=C(N)O3)c1 (stereo not given) do in these assays?
MBNL1 CUG block: 25%; FBPA coupling cs: -4; GALK inhibitor: 0%; a7 integrin act: 5%; KCNH2 WT inh: -7; MLL CXXC-DNA inh: 4%; AT treatment: 2%; S-ASM inh: -1%; TRPV1 agonist: -2; KCNH2 3.1 block: 19

What do the screens show for `CCOC(=O)NC(=O)/C(N=Nc1cc(C)cc(C)c1)=C(\C)O`?
MBNL1 CUG block: -2%; FBPA coupling cs: 3; GALK inhibitor: -1%; a7 integrin act: 0%; KCNH2 WT inh: 0; MLL CXXC-DNA inh: inconclusive; AT treatment: 1%; S-ASM inh: 0%; TRPV1 agonist: 1; KCNH2 3.1 block: -14

What do the screens show for `O=C(Cc1ccccc1)N1CCN(c2ccc([N+](=O)[O-])cc2)CC1`?
MBNL1 CUG block: inconclusive; FBPA coupling cs: 0; GALK inhibitor: 3%; a7 integrin act: inconclusive; KCNH2 WT inh: 11; MLL CXXC-DNA inh: 5%; AT treatment: 7%; S-ASM inh: -9%; TRPV1 agonist: -1; KCNH2 3.1 block: -16

Results for CC(C)(C)c1ccc(S(=O)(=O)N2CCN(Cc3cc4c(cc3O)OCO4)CC2)cc1 ?
a7 integrin act: 9%; KCNH2 WT inh: -9; AT treatment: 0%; S-ASM inh: -2%; TRPV1 agonist: 7; KCNH2 3.1 block: -3

How did O=C1N=C(N2CCCCC2)S/C1=C\c1cn[nH]c1-c1ccccc1 do in these assays?
MBNL1 CUG block: inconclusive; FBPA coupling cs: 0; GALK inhibitor: 0%; a7 integrin act: 15%; KCNH2 WT inh: -27; MLL CXXC-DNA inh: 9%; AT treatment: 5%; S-ASM inh: 3%; TRPV1 agonist: 7; KCNH2 3.1 block: 4

What do the screens show for `Clc1cccc(N2CCN(Cc3nnc(-c4ccccc4)o3)CC2)c1`?
MBNL1 CUG block: 0%; FBPA coupling cs: 1; GALK inhibitor: -4%; a7 integrin act: -2%; KCNH2 WT inh: 0; MLL CXXC-DNA inh: 4%; AT treatment: -1%; S-ASM inh: -10%; TRPV1 agonist: 4; KCNH2 3.1 block: -3

Results for COc1cccc(NC(=O)CN(C)C(=O)c2ccc(NC(=O)CC3SC(N4CCCC4)=NC3=O)cc2)c1 (stereo not given) ?
a7 integrin act: -22%; KCNH2 WT inh: -13; S-ASM inh: -5%; KCNH2 3.1 block: 4

How did CN(C)c1ccc(C(=O)C(O)c2ccccc2)cc1 (stereo not given) do in these assays?
MBNL1 CUG block: inconclusive; FBPA coupling cs: 5; GALK inhibitor: -1%; a7 integrin act: -15%; KCNH2 WT inh: 0; MLL CXXC-DNA inh: -5%; AT treatment: 3%; S-ASM inh: -1%; TRPV1 agonist: 5; KCNH2 3.1 block: 6

Results for CCOC(=O)CNC(=S)N(CCCN1CCCCCC1)Cc1cccs1 ?
MBNL1 CUG block: 10%; FBPA coupling cs: 0; GALK inhibitor: 4%; a7 integrin act: -3%; KCNH2 WT inh: 17; MLL CXXC-DNA inh: -4%; AT treatment: 0%; S-ASM inh: 4%; TRPV1 agonist: 6

What do the screens show for `O=S1(=O)C=C(N2CCCCC2)c2ccccc21`?
MBNL1 CUG block: 0%; FBPA coupling cs: 6; GALK inhibitor: 4%; a7 integrin act: -17%; KCNH2 WT inh: -3; MLL CXXC-DNA inh: -2%; AT treatment: -1%; S-ASM inh: -1%; TRPV1 agonist: 1; KCNH2 3.1 block: 3

How did CCCCC(=O)Nc1cccn2ncnc12 do in these assays?
MBNL1 CUG block: -7%; FBPA coupling cs: 1; GALK inhibitor: 6%; a7 integrin act: 8%; KCNH2 WT inh: -3; MLL CXXC-DNA inh: -2%; AT treatment: 0%; S-ASM inh: -1%; TRPV1 agonist: -1; KCNH2 3.1 block: 2

What do the screens show for `Cc1ccccc1OCc1nnc(SCC(=O)N2c3ccccc3Sc3ccc(Cl)cc32)o1`?
MBNL1 CUG block: 8%; FBPA coupling cs: 0; GALK inhibitor: 0%; a7 integrin act: 0%; KCNH2 WT inh: -2; MLL CXXC-DNA inh: -8%; AT treatment: 7%; S-ASM inh: 0%; TRPV1 agonist: -7; KCNH2 3.1 block: -12

What do the screens show for `Cc1cccc(OCc2nc(C#N)c(NCCN(C)C)o2)c1`?
MBNL1 CUG block: -5%; FBPA coupling cs: 1; GALK inhibitor: 0%; a7 integrin act: 15%; KCNH2 WT inh: 22; MLL CXXC-DNA inh: 2%; AT treatment: 0%; S-ASM inh: 5%; TRPV1 agonist: 23; KCNH2 3.1 block: 8

Results for Cc1cccc(N2C(=O)CC(Sc3ncn[nH]3)C2=O)c1 (stereo not given) ?
MBNL1 CUG block: 8%; FBPA coupling cs: 1; GALK inhibitor: 0%; a7 integrin act: 5%; KCNH2 WT inh: 10; MLL CXXC-DNA inh: 6%; AT treatment: -3%; S-ASM inh: 2%; TRPV1 agonist: 2; KCNH2 3.1 block: 2

What do the screens show for `COCCC(=O)N1CCC(Oc2ccc(C(=O)N3CCCC(COC)C3)cc2)CC1` (stereo not given)?
MBNL1 CUG block: -6%; FBPA coupling cs: 0; GALK inhibitor: 5%; a7 integrin act: 0%; KCNH2 WT inh: 6; MLL CXXC-DNA inh: 1%; AT treatment: 0%; S-ASM inh: 2%; TRPV1 agonist: 3

What do the screens show for `COc1ccc(S(=O)(=O)N2CCCCCC2)cc1NS(=O)(=O)c1cc(C(=O)O)cc(C)c1C`?
a7 integrin act: 8%; KCNH2 WT inh: -8; AT treatment: -5%; S-ASM inh: 7%; TRPV1 agonist: 2; KCNH2 3.1 block: -12

Results for C=CC[N+](C)(C)c1ccc(CCC(=O)CCc2ccc([N+](C)(C)CC=C)cc2)cc1 ?
KCNH2 WT inh: -7; AT treatment: 6%; S-ASM inh: 1%; TRPV1 agonist: 2; KCNH2 3.1 block: 4

Results for CC1(C)CC(=O)C(CC2C(=O)CC(C)(C)CC2=O)C(=O)C1 ?
MBNL1 CUG block: -2%; FBPA coupling cs: -5; GALK inhibitor: 10%; a7 integrin act: inconclusive; KCNH2 WT inh: 4; MLL CXXC-DNA inh: 7%; AT treatment: 5%; S-ASM inh: -2%; TRPV1 agonist: 1; KCNH2 3.1 block: 1

What do the screens show for `CC(=O)Nc1nc(SCC(=O)Nc2nnc(C)s2)[nH]c(=O)c1NC(=O)c1cccs1`?
MBNL1 CUG block: -14%; FBPA coupling cs: 6; GALK inhibitor: 2%; a7 integrin act: -4%; KCNH2 WT inh: 2; MLL CXXC-DNA inh: 4%; AT treatment: 2%; S-ASM inh: 0%; TRPV1 agonist: 1; KCNH2 3.1 block: 5

How did NC(=O)C1CCN(c2oc(/C=C/c3ccccc3)nc2S(=O)(=O)c2ccccc2)CC1 do in these assays?
MBNL1 CUG block: 14%; FBPA coupling cs: -2; GALK inhibitor: 2%; a7 integrin act: 0%; KCNH2 WT inh: -2; MLL CXXC-DNA inh: 4%; AT treatment: 20%; TRPV1 agonist: 17; KCNH2 3.1 block: -8

How did CN(C)CCC(O)(c1ccccc1)c1ccccc1 do in these assays?
MBNL1 CUG block: 6%; FBPA coupling cs: 4; GALK inhibitor: 0%; a7 integrin act: 14%; KCNH2 WT inh: -3; MLL CXXC-DNA inh: 10%; AT treatment: 0%; S-ASM inh: 0%; TRPV1 agonist: -3; KCNH2 3.1 block: 5

How did COc1ccc(-c2csc(NC(=O)c3ccccc3C(=O)O)n2)cc1 do in these assays?
MBNL1 CUG block: -9%; FBPA coupling cs: 3; GALK inhibitor: -3%; a7 integrin act: -9%; KCNH2 WT inh: 8; MLL CXXC-DNA inh: 1%; AT treatment: -3%; S-ASM inh: 6%; TRPV1 agonist: -3; KCNH2 3.1 block: -4

Results for O=C(Nc1ncc2c(n1)-c1ccccc1CC2)c1ccccc1 ?
MBNL1 CUG block: -4%; FBPA coupling cs: -2; GALK inhibitor: -3%; a7 integrin act: 8%; KCNH2 WT inh: 7; MLL CXXC-DNA inh: 16%; AT treatment: 2%; S-ASM inh: 0%; KCNH2 3.1 block: 5
